# High-throughput results (PubChem)
# EBV gp42 inh – EBV gp42 inhibition; inhibition, % (tested at 21.74 µM); Fluorescence polarization binding assay, mP read-out; 220,000 tested, 0.42% active; Q1HVG2; in the data active = inhibition above about 50%
# Target sequence (Q1HVG2 whole entry, looked up): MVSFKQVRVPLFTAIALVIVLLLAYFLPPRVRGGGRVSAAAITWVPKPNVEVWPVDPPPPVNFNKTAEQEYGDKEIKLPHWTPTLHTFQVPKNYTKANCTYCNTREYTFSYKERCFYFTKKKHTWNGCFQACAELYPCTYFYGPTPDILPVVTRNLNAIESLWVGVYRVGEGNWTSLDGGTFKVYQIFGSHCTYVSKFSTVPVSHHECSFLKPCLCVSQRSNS
# m-calpain inh – calpain II (pig) inhibition. purified calpain II, fluorogenic peptide substrate, 30 min. inhibition, % at 16 µM. 220,000 tested, 0.37% active. AID 1236;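 active = inhibition above about 50%, limit read from the data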
# PPC-1+TRAIL kill – kills PPC-1 cancer cells in the presence of TRAIL | PPC-1 cells + TRAIL, ATPLite viability luminescence | cell killing (% activity), % at 4 µM | 220,000 tested, 0.41% active;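 active = cell killing above 50% in the first pass at 4 µM, then a duplicate retest at 5 µM averaging 50% or more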;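 also: plate controls were cells with TRAIL plus DMSO for no effect and medium-only wells lacking cells for full effect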
# TRPML3 ag – human mucolipin-3 channel agonism; HEK293 TRPML3-YFP, Fluo-8 calcium fluorescence; 100% = the carbachol control signal; activation, % at 3 µM; 220,000 tested, 0.29% active;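 active = activation above its plate's cutoff, the mean activation of the plate's test wells plus 3 SD, cut at about 12% in these data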;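 also: 0% = DMSO only wells and 100% = carbachol wells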
#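 Material: HEK293 cells stably carrying human TRPML3-YFP; compound dosing: single dose, 3 µM final nominal compound, 0.3% DMSO final; incubation: 1-h 37 °C dye load, 5-s basal, 120-s post-compound reads; technique: Fluo-8 intracellular calcium fluorescence, excitation 470-495 nm, emission 515-575 nm; read-out basis: percent activation from peak-to-basal fluorescence ratio, scaled between DMSO and carbachol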
# TbHK1 inh – blocks Trypanosoma brucei hexokinase 1 activity. recombinant TbHK1, G6PDH-coupled NADH A340. inhibition, % at 10 µM. 220,000 tested, 0.11% active. AID 1430;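 active = inhibition of 50% or more in the single-dose primary screen; inactive = inhibition below 50%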
# Furin inh – inhibitors of human furin; 220,000 tested, 0.061% active; purified furin, fluorogenic substrate cleavage; AID 463115; inhibition, % at 30 µM; in the data active = inhibition above about 25%; also: inactives centre near -15
# Target sequence (P09958 108-714 limits assumed): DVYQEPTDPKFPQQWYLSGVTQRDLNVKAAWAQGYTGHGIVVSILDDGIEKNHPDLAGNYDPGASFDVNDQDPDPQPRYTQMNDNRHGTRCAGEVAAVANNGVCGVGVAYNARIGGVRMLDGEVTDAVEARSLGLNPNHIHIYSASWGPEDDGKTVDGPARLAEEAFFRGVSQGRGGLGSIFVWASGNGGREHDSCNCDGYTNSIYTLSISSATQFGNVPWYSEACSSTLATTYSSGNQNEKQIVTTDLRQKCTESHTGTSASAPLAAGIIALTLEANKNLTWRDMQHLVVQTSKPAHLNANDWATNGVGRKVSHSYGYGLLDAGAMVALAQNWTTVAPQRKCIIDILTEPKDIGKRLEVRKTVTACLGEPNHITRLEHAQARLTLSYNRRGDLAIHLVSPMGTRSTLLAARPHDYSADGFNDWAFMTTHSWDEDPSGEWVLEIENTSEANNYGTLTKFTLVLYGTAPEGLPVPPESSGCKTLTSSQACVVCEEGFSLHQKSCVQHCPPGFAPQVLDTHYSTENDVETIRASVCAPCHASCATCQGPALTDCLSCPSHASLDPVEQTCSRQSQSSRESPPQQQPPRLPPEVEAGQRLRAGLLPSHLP
# thrombin 1536 – blocks human thrombin protease activity | 220,000 tested, 0.26% active | alpha-thrombin, Boc-VPR-AMC fluorogenic substrate cleavage | AID 1046 | inhibition, % at 5 µM;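 active = inhibition at or above 40%; inactive = inhibition below 40%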;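 also: 0% = enzyme with no compound and 100% = wells without enzyme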
#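 System: Human alpha-thrombin protein | Medium: pH 7.5 Tris (50 mM) with NaCl 150 mM, Tween 20 0.05% | Times: Enzyme reaction carried out at room temperature | Detection: AMC fluorescence, 355/460 nm | Evaluation: Percent inhibition scaled between no-compound controls and no-enzyme blanks | Benchmarks: Enzyme without compound as high, wells lacking enzyme as low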
# Cl transport mod – modulators of human KCC2 chloride dependent transport; 190,000 tested, 2.2% active; B-score of Tl+ flux slope (higher = more flux/activation; lower = inhibition) at 10 µM; AID 1456; KCC2 cells, thallium flux FluoZin-2 fluorescence;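 active = thallium flux slope and its plate-corrected score both differing from the plate sample mean at a set confidence after two filtering rounds, in either direction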;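 also: slope of fluorescence scaled to starting intensity during 10 to 20 s after thallium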
# TRPN1 ag – zebrafish TRPN1 (NompC) channel agonism; activation, % at 3 µM; HEK293 zebrafish TRPN1-YFP, Fluo-8 calcium fluorescence; 100% = response to 87 µM carbachol; 220,000 tested, 0.18% active;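 active = activation above its plate's cutoff, the mean activation of test wells on that plate plus 3 SD, cut at about 19% in these data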;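 also: 0% = DMSO alone and 100% = 87 µM carbachol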
#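 Control set: carbachol 87 µM as high control, DMSO as low control; system: HEK293 stable line with zebrafish TRPN1-YFP; read-out: % activation versus carbachol response; detection: intracellular calcium fluorescence with Fluo-8; doses: single test compound dose, 3 µM nominal, 0.3% DMSO; schedule: dye 1 h 37 °C plus 30 min RT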
# * hit, by the source's call; nt = no result given; [ ] = another dose, or the depositor's remark. No enrichment for hits, and some 3.6% of all compounds hit somewhere here.
SMILES,EBV gp42 inh,m-calpain inh,PPC-1+TRAIL kill,TRPML3 ag,TbHK1 inh,Furin inh,thrombin 1536,Cl transport mod,TRPN1 ag
CCOC(=O)c1cnc2c([N+](=O)[O-])cnn2c1C,-12,4,6,0.5,-17,-17,-4,0.46,0.5
Cc1noc(C)c1C(=O)NCc1ccco1,-8,-37,-4,1.5,3,-9[20 µM],-6,0.95,1.9
COc1ccc(C2C(C(N)=O)=C(C)Nc3nc(-c4cccc(Cl)c4)nn32)cc1OC (stereo not drawn),3,-54,26,0.3,-12,-11[20 µM],1,0.86,0.2
O=C(Nc1ccc(Cl)cc1)NC1CCCCC1,-1,30,5,1.3,3,-23[20 µM],-2,0.66,1.6
CCC(CC)C(=O)NCCc1cc2c(OC)ccc(OC)c2[nH]c1=O,-10,-19,-22,0.5,-3,-12,0,-0.15,-0.1
CN(c1ccccc1)S(=O)(=O)c1cc(C(=O)N2CCN(c3ccccn3)CC2)ccc1Cl,-20,9,6,2.4,8,-29[20 µM],1,-4.2,3.4
CCOC(=O)C1CN(S(=O)(=O)c2ccc(OC)cc2)c2cc(CC(=O)OC)ccc2O1 (stereo not drawn),-16,-11,16,-0.7,1,-9,-5,-0.42,-0.7
O=C(Nc1ccccc1N1CCOCC1)C1CCN(S(=O)(=O)c2ccc(Cl)cc2)CC1,-12,-23,19,0.2,-9,-30,1,-0.69,0.1
CCOC(=O)N1CCN(C(=O)CN(C2CCCCC2)S(=O)(=O)c2ccc(Cl)cc2)CC1,-24,-1,16,0.3,-10,-23[20 µM],0,-1.1,-0.8
O=C1N/C(=N\N=C\c2cccs2)SC1Cc1cccc(Cl)c1Cl (stereo not drawn),-9,6,7,1.1,-28,-9,-14,0.94,2.0
CCc1nn2c(NCCOC)cc(C)nc2c1-c1ccc(F)cc1,-14,-10,13,0.2,-7,-27,-6,-0.76,0.8
O=C(C1CC1)N1CCc2cc(Br)cc(S(=O)(=O)NCC3COc4ccccc4O3)c21 (stereo not drawn),3,-48,15,-0.1,-4,-9,-5,-0.35,-1.1
O=C(CSc1ccccn1)c1ccc2c(c1)OCO2,9,-37,9,-0.2,-1,-29,-5,-0.25,-1.0
CCOc1ccc(NC(=O)NC23CC4CC(CC(C4)C2)C3)cc1,-20,12,41,0.8,-2,-8,-11,-2.4,0.3
Cc1cc(C(F)F)n2ncc(C(=O)NCc3ccccc3)c2n1,-15,-79,23,0.4,-7,-14[20 µM],-6,-0.79,0.7
CC(C)NC(=O)c1onc(CSc2ccc(F)cc2)c1C(=O)O,-14,6,11,0.8,-1,-14[20 µM],-2,-0.084,1.4
C1CCCN(CCCCN2CCCCCC2)CC1,-21,-4,-9,1.3,-8,-16[20 µM],-4,0.041,2.5
COc1ccc(/C=N\NC(=O)c2ccc(=O)[nH]n2)cc1O,-15,9,0,-0.3,-46,-6,-9,0.018,0.0
O=C(Nc1ccc(Oc2ccc(NC(=O)C3CCCO3)cc2)cc1)C1CCCO1 (stereo not drawn),-6,9,-17,0.9,2,-10,4,-1,0.4
CC(CCc1ccccc1)NC(=O)CN1CCOc2ccccc21 (stereo not drawn),nt,nt,nt,-1.0,-4,-18,nt,-0.12,-1.8

# Some of these compounds in order of length of the SMILES, smallest number first:
SMILES,EBV gp42 inh,m-calpain inh,PPC-1+TRAIL kill,TRPML3 ag,TbHK1 inh,Furin inh,thrombin 1536,Cl transport mod,TRPN1 ag
O=C(CSc1ccccn1)c1ccc2c(c1)OCO2,9,-37,9,-0.2,-1,-29,-5,-0.25,-1.0
CCc1nn2c(NCCOC)cc(C)nc2c1-c1ccc(F)cc1,-14,-10,13,0.2,-7,-27,-6,-0.76,0.8
Cc1cc(C(F)F)n2ncc(C(=O)NCc3ccccc3)c2n1,-15,-79,23,0.4,-7,-14[20 µM],-6,-0.79,0.7
CCC(CC)C(=O)NCCc1cc2c(OC)ccc(OC)c2[nH]c1=O,-10,-19,-22,0.5,-3,-12,0,-0.15,-0.1

# Structures above with an NH in an aromatic ring, in the order listed:
SMILES,EBV gp42 inh,m-calpain inh,PPC-1+TRAIL kill,TRPML3 ag,TbHK1 inh,Furin inh,thrombin 1536,Cl transport mod,TRPN1 ag
CCC(CC)C(=O)NCCc1cc2c(OC)ccc(OC)c2[nH]c1=O,-10,-19,-22,0.5,-3,-12,0,-0.15,-0.1
COc1ccc(/C=N\NC(=O)c2ccc(=O)[nH]n2)cc1O,-15,9,0,-0.3,-46,-6,-9,0.018,0.0

# Going on with the list:
SMILES,EBV gp42 inh,m-calpain inh,PPC-1+TRAIL kill,TRPML3 ag,TbHK1 inh,Furin inh,thrombin 1536,Cl transport mod,TRPN1 ag
CCCc1nc(SCC(=O)c2ccc(F)cc2)c2ccccc2n1,6,5,18,-0.4,-2,-10,5,-0.16,-0.3
COc1ccc2[nH]c(=O)c(CN(C(=O)NC3CCCCC3)C3CCCC3)cc2c1,-9,8,2,-0.4,-7,-16,11,nt,-0.4
CC(OC(=O)CCc1nc2ccccc2c(=O)[nH]1)C(=O)c1ccc(Br)cc1 (stereo not drawn),-4,-1,16,0.0,-2,-26,1,0.43,1.5
O=c1[nH]c(CN2CCN(S(=O)(=O)/C=C/c3ccccc3)CC2)nc2ccccc12,-6,-5,26,0.4,0,-28,-11,-0.12,-0.3
CC(=O)Nc1ccc(NC(=O)c2ccc(NS(=O)(=O)c3cc(C(C)(C)C)ccc3C)cc2)cc1,-10,-67,7,0.4,-8,-19,-1,0.59,1.1
Cc1cccc(C)c1OCC(O)CN(Cc1ccccc1O)C1CCCCC1 (stereo not drawn),-6,19,21,0.2,0,-17,-5,0.028,-1.0
O=C(Cc1ccccc1)NNS(=O)(=O)c1ccc([N+](=O)[O-])cc1,-2,-3,15,0.2,-9,-13,-6,0.31,-0.5
COc1cc(-c2nnc(SCc3cccnc3)n2C)cc(OC)c1O,-3,-24,10,0.2,-1,-19,-2,-0.32,0.1
Cc1cccc(C(CC(=O)N2CCCC2)c2ccccc2)c1O (stereo not drawn),-11,29,6,-1.7,1,-20,-2,0.056,-1.8
CC1CCC(N2CCN(c3ncccn3)CC2)C1 (stereo not drawn),-12,-25,16,0.8,-6,-16[20 µM],-7,1.3,1.1
CC(=O)Cc1nsc(NC(=O)c2ccc(COc3ccc(C)cc3)o2)n1,-18,-13,8,-0.9,-3,-27,4,-0.5,0.3
Cc1ccc(/C(O)=C2/C(=O)C(=O)N(CCN3CCOCC3)C2c2cccs2)cc1 (stereo not drawn),4,18,25,0.5,-11,-13[20 µM],-3,nt,2.1
CN(Cc1ccccc1NC(=O)c1ccc(S(=O)(=O)N(C)C)cc1)C1CCCCC1,-5,24,-23,1.4,1,-20,20,0.18,-2.9
CCOC(=O)c1cccc(NC(=O)CSc2nnc(-c3ccoc3C)n2CCOC)c1,-7,21,30,-1.0,5,-16[20 µM],15,-0.52,-2.0
Cc1cccc2c(C(=O)O)cc(-c3cccnc3)nc12,-17,-7,-14[5 µM],1.2,1,-14,6,0.8,2.6
CC(C)CCNC(=O)COc1ccc(N(C)S(=O)(=O)c2ccc(F)cc2)cc1,-9,11,2,2.2,-3,-29,0,-0.12,-0.1
CCC(=O)Nc1ccc(C(=O)Nc2ccc(Br)cc2F)cc1,-4,-9,-1,1.6,-9,-22,0,0.85,2.8
Cc1ccccc1NC(=O)CSc1nc(COc2ccccc2)nc2ccccc12,-11,-11,14,1.1,-4,3[20 µM],4,0.024,0.5
COc1cc(C=O)ccc1OCc1cccc(Br)c1,-9,-16,11,-0.3,-3,-13,-1,0.027,-1.7
CCOCCCn1c(=NC(=O)c2cccs2)c(C#N)cc2c(=O)n3ccccc3nc21,36,5,4,0.3,-27,-16,-11,0.86,0.1
CSc1nc2ccccc2n1Cc1cccc([N+](=O)[O-])c1,-18,6,36,-0.2,-5,-10,2,-2.3,-2.3
Cc1ccccc1N/N=C/c1sc(=O)n(Cc2cccc(C(=O)O)c2)c1Cl,-12,41,13,-0.6,-41,-13,1,-2.8,-2.4
COCCn1nnnc1C(c1ccc(C(F)(F)F)cc1)N1CCOCC1 (stereo not drawn),-14,-22,9,0.9,3,-17[20 µM],-3,-0.25,1.6
Cc1ccc(-n2nnnc2SCC(=O)Nc2cccnc2Cl)cc1,5,0,8,1.4,-7,-20,-10,-0.63,2.1
C(=N\Nc1ccc2nncn2n1)/c1ccccn1,-11,25,20,-0.2,-71,7,2,0.89,0.3
Cc1ccc(CN2C(=O)CCC2C(=O)NC2CCCC2)cc1 (stereo not drawn),-6,-23,11,0.3,0,-14[20 µM],3,1.2,-0.1
COc1ccc(S(=O)(=O)N2CCC(C(=O)NCc3cccc(OC)c3)CC2)cc1,-15,34,22,0.1,-1,-4,-8,nt,0.4
CCOc1ccc(C(=O)Nc2ccccc2C(=O)O)cc1,-3,16,62*[5 µM],-0.5,0,-24,-2,-0.43,0.1
CCOC(=O)c1ccc(N=C2C(=S)N(c3ccc(C(=O)OCC)cc3)C(=N)N2/N=C/c2ccccc2)cc1,-19,-110,8,1.2,-33,-23[20 µM],3,-0.37,0.2
COc1cc(C2NC(=O)NC(C)=C2C(C)=O)cc(OC)c1OC (stereo not drawn),-11,21,2,0.5,-3,-27,-2,0.69,1.5
COc1ccc(-c2cc(C(F)(F)F)n3nc(C(=O)O)cc3n2)cc1OC,-15,-35,21,0.3,-35,-10,3,nt,-0.1
O=C(OCC(=O)c1c[nH]c2ccccc12)c1cc(Br)ccc1O,45,-46,1,1.0,-24,-16,0,0.33,1.2
COc1ccc(NC(=O)CC(C(=O)O)N2CCCCC2)cc1 (stereo not drawn),-6,9,32,-0.1,-4,-21[20 µM],3,nt,0.6
COc1ccc(OC)c(NC(=O)C(=O)/C=C(\O)c2cc(OC)ccc2OC)c1,-10,-61,7,1.3,-28,-16[20 µM],2,nt,1.0
O=C(O)CCSc1nc2ccc(Br)cc2[nH]1,-16,-15,18,0.2,0,-21,-6,nt,-0.7
Cc1ccc(C(=O)N/C(=C\c2cn(C)c3ccccc23)C(=O)OCCN(C)C)cc1,-4,2,9,0.7,-56,3,-9,0.66,0.0
CCc1nc(SCC(=O)Nc2nc3c(s2)CCCC3)c2ccccc2n1,-15,18,12,-0.5,-3,-14[20 µM],8,0.31,-0.1
